# MRP reversal: compounds reversing MRP-mediated drug resistance; H69AR cells + 2 uM doxorubicin, CellTiter-Glo, 72 h; differential viability (reversal), % at 10 µM; 0.04% of 85,000 active; AID 602;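 active = viability drop by adding the cancer drug above about 55%, with treated viability meeting a 40% cutoff, limit read from the data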;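 also: viability without doxorubicin minus viability with 2 µM doxorubicin for each compound; larger differential means the compound sensitizes cells more to doxorubicin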
# NFkB transloc pot: enhances IL-1B driven NFkB nuclear translocation | HUVEC IL-1B NFkB p65 nuclear translocation imaging | activation, % at 2 µM | 0.3% of 94,000 active | AID 819;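 active = activation above 40%, about the mean plus 3 SD, also judged a hit on visual image review; inconclusive = activation above 40% but not a hit on visual review; inactive = activation not above 40% and no visual hit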;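 also: percent activation is computed from the nuclear over cytoplasmic p65 intensity ratio; values of inactives mirror those of a sister screen read the other way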
# Bcl-B displacement: displacers of TR3 peptide from Bcl-B, primary screen, selectivity assay for Bfl-1 inhibitor project, biochemical, fluorescence polarization | displacement, % at 20 µM; hits with a dose series show IC50 in µM | FP displacement of FITC-TR3 peptide from Bcl-B; higher % means a stronger effect | AID 748 | 0.11% of 96,000 active;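 active = displacement above 50% at 20 µM plus a fluorescence interference ratio under 1.5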;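 also: plate controls were wells without compound for no effect and wells lacking Bcl-B protein for full effect; a part of the inactive calls stands beside numbers as strong as those of hits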
# PLAP inhibitors HTS: inhibition of human placental alkaline phosphatase – biochemical, luminescence, HTS (AID 690) | purified PLAP, luminescent substrate; higher % means a stronger effect | 0.08% of 96,000 active | one-dose inhibition, % at 20 µM; IC50 in µM for titrated hits; in the data active = a potency from the dose series; inactive = the rest, 99 in 100 with inhibition below about 30%; also: strong numbers were not always called active
# NFkB transloc inh: blocks IL-1B driven NFkB nuclear translocation in HUVEC cells | HUVEC IL-1B NFkB p65 nuclear translocation imaging | inhibition, % at 2 µM | 0.43% of 94,000 active | AID 796;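 active = inhibition above about 30% together with a positive call from visual inspection of the well image, limit read from the data; inconclusive = inhibition above a set limit but visual check negative; inactive = inhibition not above a set limit, visual check negative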;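 also: nuclear over cytoplasmic p65 intensity ratio measured by imaging; 0% = IL-1B stimulated DMSO wells and 100% = unstimulated DMSO wells; values of inactives mirror those of a sister screen read the other way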
# MRP reversal cytotoxicity: also measured in MRP reversal; calls as there; viability, %; H69AR cells, CellTiter-Glo, 72 h; measured here: cytotoxicity without doxorubicin
# MRP reversal with doxorubicin: recorded beside MRP reversal, whose call it bears; viability, %; measured here: viability with 2 uM doxorubicin; stronger effect = lower value
# NFkB transloc inh cell count 2 µM: also measured in NFkB transloc inh; calls as there; cell count; measured here: cells passing quality filter;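 raw number of nuclei counted in each imaged well without normalization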
# NFkB transloc pot cell count 2 µM: further read-out of NFkB transloc pot, marked with its call; cell count; measured here: cells passing quality filter
# Active calls of the source: *; u = inconclusive; x = no result given. This is a subset. The share of hits here may be higher or lower than overall.
SMILES,MRP reversal,MRP reversal cytotoxicity,MRP reversal with doxorubicin,NFkB transloc pot,NFkB transloc pot cell count 2 µM,Bcl-B displacement,PLAP inhibitors HTS,NFkB transloc inh,NFkB transloc inh cell count 2 µM
CCOC(=O)c1ccc(Oc2nc(N(C)C)nc(N(C)C)n2)cc1,14.3,101.9,87.6,-1.6,68,-0.4%,0.2%,1.6,68
Cc1c(/C(O)=C2\C(=O)C(=O)N(CCCN(C)C)C2c2ccncc2)cnn1-c1ccccc1 (centres undefined),15.4,96.2,80.9,x,x,-2.1%,-13.2%,x,x
C=CCn1sc(N)c(C(=O)OCC)c1=S,16.7,96.8,80.2,3.1,170,2.1%,4.5%,-3.1,170
O=C(CN1C(=O)C2CC=CCC2C1=O)Nc1nnc(SCc2ccc(Cl)cc2)s1 (centres undefined),16.2,103.0,86.7,1.0,176,-1.9%,-30.4%,-1.0,176
CCc1ccccc1NC(=O)c1cccs1,-16.2,89.5,105.7,24.9,194,-2.3%,-10.2%,-24.9,194
c1ccc(C2=Nn3c(nnc3-c3ccccn3)SC2)cc1,12.3,85.8,73.5,-2.1,183,-6.1%,11.6%,2.1,183
COCCNC(=O)C(c1ccc(C)o1)N(C(=O)c1snc(C(N)=O)c1N)c1cc(C)cc(C)c1 (centres undefined),-6.0,70.4,76.4,-4.3,179,-0.2%,-50.0%,4.3,179
CCOC(=O)CC(=O)CSc1nc2ccccc2c(=O)n1-c1ccc(C(=O)N2CCOCC2)cc1,19.9,101.1,81.2,32.2,130,7.2%,-27.6%,-32.3,130
CCCc1cc(C(=O)OC)c(NC(=O)c2cc(C)on2)s1,1.0,84.4,83.4,7.6,122,x,x,-7.6,122
CC1=C(OC(=O)c2ccc(Br)cc2)C(C)(C)C(c2ccccc2)OC1=O (centres undefined),4.7,82.5,77.8,3.2,180,-2.5%,-7.5%,-3.3,180
O=C(Cn1c(=O)oc2ccccc21)Nc1nc(-c2ccccc2)cs1,x,x,x,10.8,86,7.9%,3.7%,-10.8,86
O=C(O)C1C2CCC(C2)C1C(=O)Nc1nc2ccccc2s1 (centres undefined),8.9,93.3,84.4,-7.9,79,-7.7%,19.5%,7.9,79
Cc1ccc(S(=O)(=O)/N=C(\N)Nc2nc(C)c3cc(C)c(C)cc3n2)cc1,x,x,x,1.5,81,-4.2%,-29.9%,-1.5,81
O=c1oc2c(CN3CCOCC3)c(O)ccc2c2c1CCCC2,x,x,x,x,x,-0.8%,-5.8%,x,x
Cc1ccccc1NC1=NS(=O)(=O)c2ccccc21,7.1,93.5,86.5,2.6,129,-0.7%,6.4%,-2.6,129
COc1cc(CN(C(=O)c2ccco2)c2ccc(C)cc2)ccc1O,-6.7,73.3,80.1,12.8,103,-8.2%,8.7%,-12.8,103
CCC1CCCCN1Cc1cc(OC)c(O)c([N+](=O)[O-])c1 (centres undefined),x,x,x,7.6,132,8.1%,7.6%,-7.6,132
CC(C)c1c(O)nc(SCCC(=O)O)[nH]c1=O,-1.7,89.0,90.7,-15.0,154,-4.7%,7.2%,15.0,154
CC(C)(C)Nc1nc(NCc2cccnc2)nc(N2CCOCC2)n1,-11.4,78.5,89.9,12.8,121,x,x,-12.8,121
O=C(OCC(=O)c1ccco1)c1ccc2ncsc2c1,12.8,94.6,81.7,-17.1,119,14.6%,21.1%,17.1,119
Cc1cccc(-c2nnc(NC(=O)c3ccc(Cl)cc3)o2)c1,4.7,25.4,20.7,x,x,-0.9%,-0.2%,x,x
O=c1c(C(c2c(O)nc3n(c2=O)CCS3)c2cccc3ccccc23)c(O)nc2n1CCS2,x,x,x,-1.9,174,7.0%,-0.2%,1.9,174
O=C(Nc1nccs1)C1C2CC3OC(=O)C1C3C2 (centres undefined),28.3,123.0,94.7,15.8,114,-1.8%,25.7%,-15.8,114
Cc1c(NC(=O)Cn2nc(C(F)(F)F)c3c2CCCC3)c(=O)n(-c2ccccc2)n1C,6.0,101.9,95.9,-4.0,141,-0.4%,-3.2%,4.0,141
O=C(NC1CC1)c1cc2c(s1)-c1ccccc1OC2,15.3,90.1,74.8,15.9,195,6.2%,10.6%,-15.9,195
O=C(NCc1ccc2c(c1)OCO2)c1cc2ccccc2o1,x,x,x,-17.7,124,1.6%,38.3%,17.7,124
Cc1cc(C(=O)N2CCN(C(c3ccccc3)c3ccccc3)CC2)no1,-15.4,81.9,97.3,-15.3,185,0.0%,-43.8%,15.3,185
Fc1ccc(C(c2nnnn2Cc2cccs2)N2CCN(C3CCCC3)CC2)cc1 (centres undefined),x,x,x,4.9,141,-0.8%,-86.0%,-4.9,141
O=C(CN(Cc1ccco1)S(=O)(=O)c1ccccc1)N/N=C/c1cccc(O)c1,x,x,x,7.4,166,-10.0%,4.5%,-7.4,166
CC(C(=O)O)n1nc2ccccc2n1 (centres undefined),-4.5,104.7,109.2,-5.9,127,1.9%,10.2%,5.9,127
CN1CCN(C(=O)c2cc3sccc3n2CC(=O)c2ccccc2)CC1,-4.8,91.6,96.4,-0.2,234,-0.3%,0.9%,0.3,234
CN(C(=O)C1CCN(S(=O)(=O)c2cccs2)CC1)C1CCCCC1,6.6,80.3,73.7,11.0,153,-0.1%,-6.2%,-11.0,153
Nc1nc(SCC(=O)N2N=C3/C(=C/c4ccco4)CCCC3C2c2ccco2)n[nH]1 (centres undefined),x,x,x,8.3,179,-10.2%,-114.7%,-8.3,179
CN(C)c1ccc(-c2noc(C3CCN(S(=O)(=O)c4ccc(C(=O)O)cc4)CC3)n2)cc1,-0.1,95.5,95.6,-1.1,98,x,x,1.1,98
COC(=O)c1cc(=O)n2c(-c3ccccc3)csc2n1,22.6,97.4,74.7,-1.6,103,-1.7%,-6.7%,1.6,103
CCOc1ccc(NC(=O)CSc2nnc(C(C)C)n2CC)cc1,-8.4,86.0,94.5,u,x,x,x,-57.3,5
OC1CNCc2cc3c(cc21)OCCO3 (centres undefined),-2.2,88.8,91.0,-56.4,88,-1.3%,15.9%,u,x
COc1ccc(CCNC(=O)c2cc(-c3ccccc3O)n[nH]2)cc1OC,-22.9,61.6,84.5,20.8,110,5.8%,-227.3%,-20.8,110
CC(C)(C)c1ccc(NC(=O)COc2ccc(-n3ccnc3)cc2)cc1,4.7,98.9,94.2,17.1,146,-47.8%,-211.1%,-17.1,146
O=C(Nc1ccc(OC(F)F)cc1)Nc1cccc(C(F)(F)F)c1,-1.0,3.7,4.7,-1.4,108,-6.7%,10.9%,1.4,108
COc1cc(CN2CCC(C(=O)NC3CCCC3)CC2)ccc1O,0.2,89.8,89.6,-2.7,167,3.0%,-45.6%,2.7,167
C#CCOC(=O)Nc1ccc(=O)n(Cc2c(Cl)cccc2Cl)c1,x,x,x,3.2,140,-3.6%,-1.1%,-3.2,140
COc1ccccc1CNC(=O)C1CCN(S(=O)(=O)N2CC(C)CC(C)C2)CC1 (centres undefined),x,x,x,-5.1,149,-8.3%,-16.9%,5.1,149
C(=N\N1CCN(Cc2cccc3ccccc23)CC1)/c1ccco1,18.5,85.9,67.5,11.4,135,-4.8%,-15.7%,-11.4,135
COc1cc(-c2ccc(NC(=O)CN3CCCCC3)c(OC)c2)ccc1NC(=O)CN1CCCCC1,-5.6,89.3,94.9,11.3,103,x,x,-11.3,103
CC1(CCc2ccc(O)cc2)NC(=O)NC1=O (centres undefined),0.6,101.1,100.5,21.5,129,-8.4%,6.2%,-21.5,129
Cc1ncc([N+](=O)[O-])n1CCOC(=O)c1ccc(Cl)cc1Cl,x,x,x,2.6,120,9.0%,4.5%,-2.6,120
CC(C)Cc1cc(C(=O)Nc2ccc3c(c2)OCO3)no1,-3.4,87.1,90.5,x,x,0.1%,1.3%,x,x
COC(=O)c1ccc2c(c1)S(=O)(=O)NC(=NCCCN1CCOCC1)S2,11.3,86.4,75.2,x,x,9.2%,13.1%,x,x
N#CC1=C(N)N(c2ccccc2)C2=C(C(=O)CCC2)C1c1cccs1 (centres undefined),6.1,41.7,35.7,6.0,108,0.0%,-23.0%,-6.0,108
Cc1ccc(NC(=O)CCC(=O)n2nc(C)cc2C)c(C)c1,x,x,x,33.6,157,5.5%,11.4%,-33.6,157
O=C(NC1CCS(=O)(=O)C1)Oc1ccccc1 (centres undefined),0.1,91.9,91.8,x,x,-5.0%,16.9%,x,x
CCN(CC)c1c([N+](=O)[O-])ncn1C,12.0,105.5,93.5,-2.4,187,8.5%,16.6%,2.4,187
COc1ccccc1C1NC(=O)CS1 (centres undefined),5.7,100.1,94.4,4.0,62,-15.5%,-9.9%,-4.0,62
O=C(CCN1C(=O)C2C3C=CC(C3)C2C1=O)Nc1ccccc1F (centres undefined),-14.7,89.5,104.2,-7.9,127,-1.5%,-6.7%,7.9,127
Cc1nn(-c2ccc(Cl)c(Cl)c2)c(=O)c2ccccc12,x,x,x,0.2,120,-5.8%,-14.8%,-0.2,120
COc1cc(OC)cc(OCC(O)Cn2ccnc2)c1 (centres undefined),-0.4,97.2,97.6,x,x,3.8%,12.1%,x,x
Cc1ccsc1C(=O)OCC(=O)N1CC(=O)Nc2ccccc21,14.8,85.0,70.2,-5.0,148,6.8%,3.2%,5.0,148
O=C(Cn1nnc(-c2ccccc2-n2cnnn2)n1)N1CCCCC1,1.9,90.3,88.4,7.5,163,16.0%,-18.5%,-7.5,163
Cc1csc(NC(=O)NC2(C(F)(F)F)Oc3ccccc3O2)n1,-5.8,22.9,28.6,-3.2,92,15.3%,12.3%,3.2,92

# Further structures:
SMILES,MRP reversal,MRP reversal cytotoxicity,MRP reversal with doxorubicin,NFkB transloc pot,NFkB transloc pot cell count 2 µM,Bcl-B displacement,PLAP inhibitors HTS,NFkB transloc inh,NFkB transloc inh cell count 2 µM
Cc1c(C(=O)NCCSCc2ccccc2Cl)cccc1[N+](=O)[O-],x,x,x,6.7,75,3.2%,20.7%,-6.7,75
O=C(NCCc1nc2ccccc2[nH]1)c1ccco1,10.7,109.2,98.4,13.6,104,-0.1%,-4.4%,-13.6,104
Cc1oc(C(C)(C)C)cc1C(=O)Nc1cccc(/C=C/C(=O)O)c1,x,x,x,10.3,131,-3.3%,18.0%,-10.4,131
CCC(=O)NCC(c1cccs1)N1CCOCC1 (centres undefined),5.5,106.5,101.0,-1.8,191,29.1%,-5.3%,1.8,191
O=C(Nc1ccc(Cl)c(C(F)(F)F)c1)c1ccco1,-10.2,77.0,87.1,2.8,192,0.8%,7.5%,-2.8,192
COCc1nnc(N)s1,-11.7,86.7,98.3,-1.9,142,10.8%,2.1%,1.9,142
CCOc1ccc(-c2nnc(-c3ccncc3)o2)cc1,12.9,105.2,92.3,2.1,95,0.0%,9.0%,-2.1,95
CC(C)(C)OC(=O)N1CCC(c2c(C(=O)O)cnn2-c2ccc(Cl)cc2)CC1,16.3,94.0,77.8,0.4,123,-1.1%,-25.8%,-0.4,123
COC(=O)c1ccc(NC(=S)NCCc2cccc(C)c2)cc1,x,x,x,-2.3,143,-5.5%,19.5%,2.3,143
CN(C)/C=C(\C#N)C(=O)Nc1ccc(F)cc1,x,x,x,-6.3,131,2.9%,12.7%,6.3,131

# Grouped by structure: the entries above with a tert-butyl group
SMILES,MRP reversal,MRP reversal cytotoxicity,MRP reversal with doxorubicin,NFkB transloc pot,NFkB transloc pot cell count 2 µM,Bcl-B displacement,PLAP inhibitors HTS,NFkB transloc inh,NFkB transloc inh cell count 2 µM
CC(C)(C)Nc1nc(NCc2cccnc2)nc(N2CCOCC2)n1,-11.4,78.5,89.9,12.8,121,x,x,-12.8,121
CC(C)(C)c1ccc(NC(=O)COc2ccc(-n3ccnc3)cc2)cc1,4.7,98.9,94.2,17.1,146,-47.8%,-211.1%,-17.1,146
Cc1oc(C(C)(C)C)cc1C(=O)Nc1cccc(/C=C/C(=O)O)c1,x,x,x,10.3,131,-3.3%,18.0%,-10.4,131
CC(C)(C)OC(=O)N1CCC(c2c(C(=O)O)cnn2-c2ccc(Cl)cc2)CC1,16.3,94.0,77.8,0.4,123,-1.1%,-25.8%,-0.4,123

# Screens deposited in PubChem BioAssay by several laboratories.
